Compound activity from PubChem BioAssay.
Cardio protect: cardioprotection against H2O2-induced cell death, primary screen, uHTS, H9c2 cells, ATPLite luminescence. H9c2 cardiomyocytes, H2O2 injury protection, 2 h. protection from H2O2 cell death, % at 20 µM. 360,000 compounds, 0.63% hits;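 active means compounds giving at least 50% protection of heart cells from peroxide-induced death in the single-dose screen, raw or plate-pattern-corrected value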;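 further: 0% = DMSO wells with peroxide and 100% = DMSO wells without peroxide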
PDI inh: inhibitors of human PDI, primary screen, biochemical, turbidity, single point, plate reader. 350,000 compounds, 0.052% hits. inhibition, % at 10 µM. PDI insulin aggregation turbidity, A650, 90 min. Protein disulfide-isomerase (Homo sapiens), P07237. AID 588391, 2011;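 active means mean inhibition across replicates of 30% or more, whatever share of single replicates reach that level; inconclusive means mean inhibition below 30% while every single replicate reaches 30%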;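 further: absorbance from insulin aggregation driven by PDI reduction with DTT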
Target sequence (P07237 whole entry, looked up): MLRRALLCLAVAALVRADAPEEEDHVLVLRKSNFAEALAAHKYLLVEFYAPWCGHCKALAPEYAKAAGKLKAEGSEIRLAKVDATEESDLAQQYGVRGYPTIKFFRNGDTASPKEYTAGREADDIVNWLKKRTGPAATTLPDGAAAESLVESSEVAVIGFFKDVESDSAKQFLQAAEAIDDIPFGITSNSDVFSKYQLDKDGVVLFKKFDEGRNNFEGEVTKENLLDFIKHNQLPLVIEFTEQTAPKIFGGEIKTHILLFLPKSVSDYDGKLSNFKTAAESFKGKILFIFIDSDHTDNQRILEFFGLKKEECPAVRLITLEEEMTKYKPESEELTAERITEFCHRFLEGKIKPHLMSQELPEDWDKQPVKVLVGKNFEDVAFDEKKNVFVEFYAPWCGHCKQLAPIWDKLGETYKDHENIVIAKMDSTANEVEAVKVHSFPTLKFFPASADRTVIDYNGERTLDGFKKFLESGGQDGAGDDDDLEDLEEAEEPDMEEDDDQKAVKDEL
HTR2A ag: mouse Htr2a agonists via beta-arrestin recruitment, primary screen, cell-based, luminescence | 5-hydroxytryptamine receptor 2A (Mus musculus), P35363 | CHO-K1 mHTR2A beta-arrestin complementation; percent of 30 µM serotonin response | activation, % at 7.6 µM | 360,000 compounds, 0.66% hits | AID 624169, 2012;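 active means activation above a run cutoff, the mean activation of all tested compounds plus 3 SD, cut at about 14% in these data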;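 further: 0% = plate median of compound wells and 100% = 30 µM serotonin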
Target sequence (P35363 whole entry, looked up): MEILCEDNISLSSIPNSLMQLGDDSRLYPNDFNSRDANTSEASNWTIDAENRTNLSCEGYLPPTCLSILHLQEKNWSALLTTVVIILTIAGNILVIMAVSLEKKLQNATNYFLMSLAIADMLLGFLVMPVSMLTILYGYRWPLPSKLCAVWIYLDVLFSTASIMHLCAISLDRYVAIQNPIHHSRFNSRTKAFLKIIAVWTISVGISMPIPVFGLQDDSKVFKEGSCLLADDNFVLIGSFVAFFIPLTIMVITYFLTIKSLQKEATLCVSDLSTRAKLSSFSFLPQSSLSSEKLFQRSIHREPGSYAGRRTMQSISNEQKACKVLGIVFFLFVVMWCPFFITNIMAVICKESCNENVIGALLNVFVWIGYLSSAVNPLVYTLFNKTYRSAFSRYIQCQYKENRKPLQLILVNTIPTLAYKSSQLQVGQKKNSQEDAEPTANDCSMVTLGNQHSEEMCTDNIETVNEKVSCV
iPSC survival up: enhancers of single-cell hiPSC survival, primary screen, ATPlite luminescence; 100% = ROCK inhibitor wells, 0% = DMSO; survival enhancement, % at 20 µM; 360,000 compounds, 0.044% hits; in the data active means survival enhancement above about 18%;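 further: cells exposed to compounds for 16 hours before the ATP read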
HIF-2a inh: HIF-2a reporter inhibitors, primary screen, luminescence, 786-0 RCC cells | inhibition, % at 18.8 µM | AID 624352, 2012 | 786-0 RCC cells HIF-2a reporter, luciferase luminescence, overnight | 360,000 compounds, 0.72% hits;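 active means inhibition of the luminescence signal of 40% or more relative to plate controls, in a single-dose primary screen at 18.75 µM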
NR2E3 ag-1: inhibitors of NR2E3-RetCOR corepressor binding, primary screen, NR2E3 agonist project, biochemical, TR-FRET, GST-NR2E3, biotin-RetCOR. 320,000 compounds, 0.12% hits. AID 2300, 2010. Photoreceptor-specific nuclear receptor (Homo sapiens), Q9Y5X4. inhibition of corepressor binding, % at 4.78 µM. 1536-well;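 active means percent inhibition above the cutoff of mean plus 3 SD of all tested compounds, set per screening campaign, cut at about 20% in these data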;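 further: 0% = DMSO wells and 100% = biotin wells as full block of FRET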
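Material: NR2E3–RetCOR corepressor complex / Amount: 1.35 nM GST-NR2E3 / Medium: Tris pH 7.5 / Compound: single nominal compound dose of 4.8 µM / Incubation: 5 h at 4 °C / Technique: TR-FRET, Eu(K)-anti-GST donor, streptavidin-D2 acceptor, ex 340, em 617/671 nm / Read-out basis: percent loss of FRET ratio relative to control wells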
MITF TRPM1 inh: inhibitors of MITF-dependent TRPM1 promoter reporter, primary screen, cell-based, SK-MEL-5, single point, luciferase; SK-MEL-5 TRPM1 promoter luciferase, 24 h; inhibition, % at 12.5 µM; 330,000 compounds, 0.83% hits; AID 488899, 2010;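 active means mean inhibition across replicates of 60% or more, whatever share of single replicates reaches that level; inconclusive means some that reach 60%, reason not given; inactive means mean inhibition across replicates below 60%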; further: values of inactives mirror those of a sister screen read the other way
Shn3 inh set2: reduction of Shn3 3'UTR firefly luciferase signal, primary screen, Schnurri-3 inhibitor project, cell-based, Clone20 osteoblasts, set 2 | 360,000 compounds, 0.52% hits | Clone20 osteoblast Shn3 3'UTR firefly luciferase, 24 h | inhibition, % at 12.5 µM | AID 588674, 2011;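 active means mean inhibition of at least 75% with every replicate also reaching 75%; inconclusive means mean inhibition at least 75% but some replicate below; inactive means mean inhibition below 75%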;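 further: 0% = median of neutral control wells and 100% = pilot-screen positive control compound; some compounds past the cut are filed as inactive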
CaV13 FRET inh: Primary screen for inhibitors of IQ motif and Ca2+-dependent inactivation inhibitor domain binding in CACNA1D, Förster resonance energy transfer in living cells, …; inhibition, % at 12.3 µM; 340,000 compounds, 0.098% hits; HEK cells, CFP/YFP FRET ICDI-IQ, plate reader, 10 min; percent FRET-ratio fall versus neutral wells;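 active means mean replicate inhibition of at least 30% and at least 1% of replicates passing that level; inconclusive means only one of the two criteria is met; inactive means neither criterion is met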;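 further: 0% = median of the neutral control wells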
NR2E3 ag-2: NR2E3 agonists in two-hybrid cells, primary screen, cell-based, luminescence, CHO-S, Gal4-NCOR/VP16-NR2E3 | inhibition of corepressor binding, % at 3.98 µM | 360,000 compounds, 0.35% hits | AID 602229, 2012 | Photoreceptor-specific nuclear receptor (Homo sapiens), Q9Y5X4 | luciferase;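 active means inhibition above the mean of all tested compounds plus 3 SD, cut at about 70% in these data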;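 further: 0% = DMSO with NR2E3 transfected cells and 100% = cells lacking NR2E3 construct; higher means lower luciferase signal from less NR2E3 corepressor binding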
Peg3 prom inh: Peg3 promoter-driven luciferase inhibitors, primary screen, cell-based, HeLa, luciferase luminescence; 360,000 compounds, 1.7% hits; AID 588405, 2011; inhibition, % at 20 µM; HeLa PEG-Prom luciferase reporter, overnight;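 active means inhibition of at least 50% at 20 µM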
Starred values were filed as active, the others as inactive; ? = inconclusive; . = not tested or not shown.

The first 2 compounds as a preview:
cpd	canonical_smiles	Cardio protect	PDI inh	HTR2A ag	iPSC survival up	HIF-2a inh	NR2E3 ag-1
1	CN(C)C(CNC(=S)Nc1cccc(Cl)c1)c1ccccc1 (centres undefined)	3	5	-1	1.1	6	1
2	CCOc1ccc(CNS(=O)(=O)c2c(C(=O)N3CCCC3)c(C)n(C)c2C)cc1OC	-1	-2	0	-0.3	9	-1

cpd	MITF TRPM1 inh	Shn3 inh set2	CaV13 FRET inh	NR2E3 ag-2	Peg3 prom inh
1	17	1	9	-4	-5
2	7	-10	-5	-4	15

Results (from the top)
cpd	canonical_smiles	Cardio protect	PDI inh	HTR2A ag	iPSC survival up	HIF-2a inh	NR2E3 ag-1
1	CN(C)C(CNC(=S)Nc1cccc(Cl)c1)c1ccccc1 (centres undefined)	3	5	-1	1.1	6	1
2	CCOc1ccc(CNS(=O)(=O)c2c(C(=O)N3CCCC3)c(C)n(C)c2C)cc1OC	-1	-2	0	-0.3	9	-1
3	CCOc1ccccc1C(=O)NCC(=O)N(C)Cc1cccnc1	4	1	-4	0.2	3	6
4	CCCNC(=O)C1CCN(S(=O)(=O)c2ccc(-c3nn[nH]n3)cc2)CC1	8	4	4	-0.9	-2	-2
5	CCC(=O)Nc1c(-c2ccc3ccccc3c2)nc2ccccn12	-7	9	-6	0.1	-136	2
6	C/C(Cn1cnc([N+](=O)[O-])n1)=N\NC(=O)c1cccnc1	-1	-3	-1	0.1	9	1
7	Cc1ccc(-c2nnn(CC(=O)N(CC(=O)NC3CCCC3)c3ccccc3F)n2)o1	4	2	-4	-0.2	8	.
8	O=C(NC(Cc1ccccc1)C(=O)O)/C(=C\c1ccc(Br)cc1)NC(=O)c1ccc(Br)o1 (centres undefined)	0	0	-2	-0.1	14	1
9	CC1CCC(C#N)(N(C)C(=O)CSc2nnc(C3CC3)n2C2CC2)CC1 (centres undefined)	-2	4	3	-0.4	-2	6
10	Cc1[nH]n(-c2ccccc2)c(=O)c1/C=N/N(c1ccccc1)c1ccccc1	2	1	0	-0.3	10	-6

cpd	MITF TRPM1 inh	Shn3 inh set2	CaV13 FRET inh	NR2E3 ag-2	Peg3 prom inh
1	17	1	9	-4	-5
2	7	-10	-5	-4	15
3	-7	-6	-4	-5	3
4	8	-11	-8	-9	-7
5	-13	1	-2	-39	-87
6	-8	-5	-1	6	15
7	13	16	-7	-22	21
8	1	-13	-7	-16	14
9	-7	-5	-2	5	-8
10	6	7	8	5	18

3 records picked at random from those above:
cpd	canonical_smiles	Cardio protect	PDI inh	HTR2A ag	iPSC survival up	HIF-2a inh	NR2E3 ag-1
4	CCCNC(=O)C1CCN(S(=O)(=O)c2ccc(-c3nn[nH]n3)cc2)CC1	8	4	4	-0.9	-2	-2
3	CCOc1ccccc1C(=O)NCC(=O)N(C)Cc1cccnc1	4	1	-4	0.2	3	6
6	C/C(Cn1cnc([N+](=O)[O-])n1)=N\NC(=O)c1cccnc1	-1	-3	-1	0.1	9	1

cpd	MITF TRPM1 inh	Shn3 inh set2	CaV13 FRET inh	NR2E3 ag-2	Peg3 prom inh
4	8	-11	-8	-9	-7
3	-7	-6	-4	-5	3
6	-8	-5	-1	6	15

(next part)
cpd	canonical_smiles	Cardio protect	PDI inh	HTR2A ag	iPSC survival up	HIF-2a inh	NR2E3 ag-1
11	NNC(=O)CSc1nc(-c2ccccc2)cn1-c1ccccc1	1	-3	3	-0.2	-152	0
12	CCN(CC)C(=O)CSc1nnc(-c2ccco2)n1Cc1ccco1	0	-4	4	-1.1	9	0
13	Cc1cccn2c(NCc3ccc4c(c3)OCO4)c(-c3ccc(O)cc3)nc12	16	8	-3	1.6	-5	3
14	CCOc1ccc(CNC(=O)C2CCN(S(=O)(=O)CC)CC2)cc1OC	-3	3	-1	3.8	-4	1
15	COc1cc(CN2CCC(Cc3ccccc3)CC2)cc([N+](=O)[O-])c1O	6	0	-3	0.0	21	0
16	CN(C(=O)c1cccc(NC(=O)Cc2cccc(NC(=O)C3CCCN(C(=O)C4CCCC4)C3)c2)c1)C1CC1 (centres undefined)	5	1	-2	-0.9	-3	.
17	Cc1ccc(-c2n[nH]c(=S)n2/N=C/c2ccc(C)o2)cc1	-7	-4	-1	3.5	14	3
18	CCOc1ccccc1Nc1cc(C)nc2nnnn12	6	8	3	-0.1	3	-3
19	COc1cc(Cc2nccc3cc(OC)c(OC)cc23)c(NC(C)=O)cc1OC	9	5	7	-0.4	10	5
20	CC(=O)Nc1nonc1-c1nc2ccccc2n1Cc1ccccc1	-2	-4	-2	-2.5	-35	0

cpd	MITF TRPM1 inh	Shn3 inh set2	CaV13 FRET inh	NR2E3 ag-2	Peg3 prom inh
11	4	-35	-5	3	-118
12	0	14	-9	-26	-7
13	0	-12	-5	-38	11
14	7	-5	.	-9	2
15	-10	-14	-20	-4	14
16	6	-1	-10	-28	-2
17	4	-5	-5	9	20
18	-1	-1	-5	-8	1
19	-8	4	-3	4	18
20	-5	5	-5	-78	12

Next section.
cpd	canonical_smiles	Cardio protect	PDI inh	HTR2A ag	iPSC survival up	HIF-2a inh	NR2E3 ag-1
21	COc1ccc(C)cc1-n1nnnc1SCC(=O)c1cc(C)n(Cc2ccco2)c1C	6	8	2	3.9	-49	1
22	CC(C)(C)Nc1nc(N2CCCC2)nc(N2CCCC2)n1	-14	-3	-6	2.0	12	1
23	CCn1c(CN2CCOCC2)nnc1SCC(=O)Nc1cccc(C)c1	2	6	0	-0.1	3	0
24	COc1ccccc1NC(=O)CN1CCN(CC(=O)Nc2cc(NC(C)=O)ccc2OC)CC1	2	-4	-1	-2.2	7	4
25	CCn1c(SCC(=O)Nc2ccccc2)nc2c1c(=O)n(C)c(=O)n2C	10	1	0	0.4	3	0
26	CCc1cccc(OCC(=O)Nc2ccc(S(=O)(=O)Nc3onc(C)c3C)cc2)c1	-2	-7	7	4.9	0	1
27	COc1ccc(C(=O)COC(=O)c2ccc(-n3cnnn3)cc2)c(OC)c1	0	-6	-18	-0.3	4	6
28	CCN(CC)CC(O)COc1ccccc1C(=O)CCc1ccccc1 (centres undefined)	1	2	-2	1.0	-65	2
29	C[C@H](CO)N1C[C@H](C)[C@@H](CN(C)Cc2cccc(O)c2)OCc2cnnn2CCCC1=O	-1	11	10	0.8	5	.
30	O=S(=O)(NCCCN1CCOCC1)c1ccc(F)c(Cl)c1	-2	-8	-2	-1.1	10	2

cpd	MITF TRPM1 inh	Shn3 inh set2	CaV13 FRET inh	NR2E3 ag-2	Peg3 prom inh
21	-4	3	-3	-33	-19
22	5	71	-6	15	29
23	-2	0	-3	-6	9
24	4	8	.	-10	1
25	10	5	-5	11	15
26	-6	4	12	-2	-7
27	15	-6	-1	8	-12
28	-14	-12	-5	0	6
29	.	4	-7	-22	5
30	4	16	-3	-9	8

Additional records follow:
cpd	canonical_smiles	Cardio protect	PDI inh	HTR2A ag	iPSC survival up	HIF-2a inh	NR2E3 ag-1
31	Cc1nc2sccn2c(=O)c1S(=O)(=O)N1CCN(c2cccc(C(F)(F)F)c2)CC1	2	2	0	0.1	2	-1
32	CCn1c(-c2ccsc2)nc2c1c(=O)[nH]c(=O)n2Cc1ccccc1	-1	-3	-7	0.0	21	-2
33	O=c1cc(O)c(-c2ccc(Cl)c(Cl)c2)c(Cl)[nH]1	-1	-16	-2	2.4	6	-1
34	N#Cc1ccccc1NC(=O)c1cccc(COc2ccc(Cl)cc2Cl)c1	-4	-1	1	-1.5	-72	8
35	CC(=O)Nc1ccc(N2C(=O)CSC2c2ccc(F)cc2)cc1 (centres undefined)	13	2	-2	0.3	18	4
36	COc1ccc(-c2nn3c(-c4ccccc4)nnc3s2)cc1OC	63*	0	5	-1.5	-51	2
37	COc1cccc(NC(=O)CN(C)C(C)C(=O)Nc2ccc(S(=O)(=O)N3CCCC3)cc2)c1 (centres undefined)	-5	-2	1	-0.4	12	2
38	COc1cc(C#N)ccc1OCC(=O)NCCC1=CCCCC1	-2	0	0	-0.4	7	2
39	O=C(C1CCC(=O)N(C2CCCC2)C1)N1CCN(Cc2cccc(Cl)c2)CC1 (centres undefined)	5	0	3	1.7	-29	-1
40	COC(=O)c1ccsc1NC(=O)CSc1nnnn1Cc1ccccc1	-1	11	-2	9.4	23	2

cpd	MITF TRPM1 inh	Shn3 inh set2	CaV13 FRET inh	NR2E3 ag-2	Peg3 prom inh
31	-2	-15	-2	5	12
32	-9	4	-4	11	2
33	5	-4	1	-4	-1
34	2	-36	-6	-256	-275
35	-3	2	-4	-28	-2
36	-15	51	-5	-24	-16
37	14	-9	-7	-26	16
38	1	-2	-2	-1	4
39	9	-17	-3	-4	14
40	3	26	-6	-38	20

Next section:
cpd	canonical_smiles	Cardio protect	PDI inh	HTR2A ag	iPSC survival up	HIF-2a inh	NR2E3 ag-1
41	Cc1ccc2c(c1)c(-c1ccccc1)nc1nncn12	-2	-13	7	0.8	10	-1
42	COc1ccc(NC(=O)C2(C)CCCN(C(C)=O)C2)cc1F (centres undefined)	2	-10	0	-0.7	5	.
43	CC(C)(C)[C@H]1CCC(=O)N([C@H](CN=[N+]=[N-])Cc2ccccc2)CC1	2	3	-9	-3.1	6	2
44	O=S(=O)(/N=C(\c1ccc(Cl)cc1)N1CCOCC1)c1ccccc1	3	-1	4	3.1	13	9
45	Brc1ccc(-c2nnc3n2-c2ccccc2CC3)cc1	0	2	-3	0.3	9	-1
46	CCCCCn1c(=O)c(C(=O)c2ccccc2)nc2ccccc21	-4	-4	-1	-2.1	16	-1
47	Cc1c(C(=O)NCCC#N)sc(=O)n1Cc1ccccc1F	-1	11	-4	4.3	-5	.
48	CC(=O)c1cnn(-c2ccc(Cl)c(Cl)c2Cl)c1C	-2	-4	-2	0.6	15	-2

cpd	MITF TRPM1 inh	Shn3 inh set2	CaV13 FRET inh	NR2E3 ag-2	Peg3 prom inh
41	.	-3	-5	13	20
42	.	0	-10	-12	-7
43	-3	-2	-13	-15	15
44	9	9	-4	24	10
45	12	-29	-11	-16	1
46	4	-7	-3	-4	13
47	.	-10	?	-19	1
48	.	-15	4	1	10
